E-selectin induc: induces E-selectin expression in human endothelial cells | 260,000 compounds, 0.37% hits | HUVEC E-selectin immunofluorescence imaging; normalized: neutral wells 0, TNF-alpha wells 100 | P16581 | activation, % at 7.58 µM | AID 686992;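 active = mean E-selectin-positive cell signal at least 10% of the positive control, reached in at least 60% of replicates, without over 20% cell loss; inconclusive = no rule given, readout overlaps actives, possibly toxicity-flagged; inactive = the rest, including those meeting only one limit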;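 note: in these data hits start at about 27%; measured in HUVEC primary endothelial cells; signal is the percent of cells scored E-selectin positive by PE staining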
Target sequence (P16581 whole entry, looked up): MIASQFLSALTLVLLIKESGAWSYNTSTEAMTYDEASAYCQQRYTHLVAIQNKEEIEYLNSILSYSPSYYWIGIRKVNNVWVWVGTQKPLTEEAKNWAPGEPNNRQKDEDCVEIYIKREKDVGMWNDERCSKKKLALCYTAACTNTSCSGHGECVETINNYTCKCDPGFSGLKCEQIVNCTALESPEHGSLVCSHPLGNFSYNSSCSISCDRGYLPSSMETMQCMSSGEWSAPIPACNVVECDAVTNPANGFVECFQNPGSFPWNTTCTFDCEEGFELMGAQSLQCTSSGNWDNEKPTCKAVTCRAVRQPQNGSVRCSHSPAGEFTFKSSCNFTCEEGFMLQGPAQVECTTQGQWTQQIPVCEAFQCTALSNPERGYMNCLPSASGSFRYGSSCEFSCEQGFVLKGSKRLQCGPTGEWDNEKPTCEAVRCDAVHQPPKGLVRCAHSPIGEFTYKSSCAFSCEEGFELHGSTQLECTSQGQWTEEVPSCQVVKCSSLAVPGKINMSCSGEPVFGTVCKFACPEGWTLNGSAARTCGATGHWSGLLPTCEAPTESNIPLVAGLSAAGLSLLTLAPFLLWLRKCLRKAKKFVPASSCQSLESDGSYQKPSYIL
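Read-out: % PE-positive cells | Test system: HUVEC | Doses: One compound dose added by pin transfer | Buffer or medium: EGM-2 over gelatin coat | Signal: Immunofluorescence imaging | Benchmarks: TNF-alpha, DMSO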
DENV2 CPE: protects cells from dengue virus 2 cytopathic effect. DENV2-infected cells, cytopathic effect rescue, plate reader. 350,000 compounds, 1.7% hits. AID 651640. CPE inhibition, % at 9.99 µM; in the data active = CPE inhibition above about 20%, passing the limit was not always enough; inconclusive = no clear call, values can overlap the other calls; tested in BHK-21 cells;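 note: 0% = median of neutral control wells and 100% = median of positive control wells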
INS-1E GSIS act: primary screen for activators of insulin secretion dependent on glucose, INS-1E cells, GLuc reporter luminescence; INS-1E GLuc reporter insulin secretion, 2-3 h; activation, % at 16.6 µM; 370,000 compounds, 0.61% hits;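 active = lowest replicate activation of at least 40%, so every replicate reaches that level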;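 note: 0% = median of neutral control wells and 100% = median of IBMX positive control wells; some compounds called inactive have numbers as strong as hits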
F508del corr: CFTR F508del correction in bronchial cells | CFBE cells, YFP halide quenching; stimulated with forskolin plus potentiator P3; % fluorescence drop versus neutral controls | activity (quench increase), % at 7.58 µM | AID 720511 | 350,000 compounds, 0.36% hits;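 active = mean added fluorescence quench of at least 8% versus neutral control, with both replicates also reaching 8%; inconclusive = only one of the mean or replicate conditions met; inactive = mean below 8% and not both replicates reaching 8%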;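 note: cells transiently co-express mutant CFTR-F508del with the halide-sensitive YFP; corrector assay measuring rescue of mutant channel to the surface after 24 h compound exposure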
RAD54 inh: blocks human RAD54 Holliday junction branch migration. Q92698. FAM/BHQ fluorescence. inhibition, % at 10.4 µM. 360,000 compounds, 0.14% hits;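 active = mean normalized replicate activity at least 40 and at least half of replicates scoring 40 or more; inconclusive = only one of the two criteria met; inactive = mean below 40 and under half of replicates reaching 40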;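 note: 0% = median of neutral control wells and 100% = median of positive control wells; inhibitors cause a drop in the FAM fluorescence signal; in these data hits start at about 50%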
RAD52 inh: RAD52 (human) annealing inhibition; inhibition, % at 18.7 µM; AID 651710; recombinant RAD52 DNA annealing, FRET fluorescence; P43351; 360,000 compounds, 0.46% hits;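 active = every replicate showing at least 50% inhibition; inconclusive = mean inhibition at least 50% but not in every replicate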
Casp6 inh: inhibitors of human caspase-6 | P55212 | 350,000 compounds, 0.53% hits | inhibition, % at 12.5 µM | purified caspase-6, Z-VEID-R110 cleavage fluorescence;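 active = mean inhibition across replicates at least about 35%, with every replicate also reaching that limit, limit read from the data; inconclusive = only one of the two criteria met; inactive = neither criterion met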;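 note: 0% = median of neutral control wells and 100% = no fluorescence left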
Target sequence (P55212 24-179 limits assumed): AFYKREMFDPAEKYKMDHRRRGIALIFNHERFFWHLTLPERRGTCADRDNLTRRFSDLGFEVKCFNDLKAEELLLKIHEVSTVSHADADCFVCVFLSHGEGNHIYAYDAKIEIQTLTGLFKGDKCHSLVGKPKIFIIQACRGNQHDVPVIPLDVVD
Target sequence (P55212 194-293 limits assumed): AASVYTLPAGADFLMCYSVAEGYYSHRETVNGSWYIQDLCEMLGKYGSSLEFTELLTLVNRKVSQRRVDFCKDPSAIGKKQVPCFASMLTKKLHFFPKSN
Xi reactivation: reactivates the inactive X chromosome in mouse fibroblasts. XiGFP mouse fibroblasts, % GFP-positive cells imaging, 3 d; cells co-treated with 5-aza-dC sensitizer; scaled so ellipticine positive control = 100%. activation, % at 7.58 µM. 360,000 compounds, 0.055% hits;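 active = mean normalized replicate activation at least 10% and every replicate at or above 10%; inconclusive = only one of the two criteria met; inactive = mean below 10% and not all replicates reach 10%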;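 note: 0% = median of on-plate neutral control wells and 100% = ellipticine 6 µM median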
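Assay system: SV40-immortalized XiGFP fibroblast cells, line 68-5-11; buffer or medium: DMEM plus 5-aza-dC sensitizer; compound: one concentration, pinned; timing: compounds 3 days, fix/stain 15 min at room temperature; benchmarks: positive control ellipticine, 6 µM final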
The depositor's hits bear a star.

CC(Sc1n[nH]c(-c2cccs2)n1)C(=O)N1CCCC1 (stereo not drawn) was read as E-selectin induc -0.3, DENV2 CPE 3, INS-1E GSIS act 13, F508del corr 3.6, RAD54 inh 7, RAD52 inh -4, Casp6 inh 0 and Xi reactivation 0.1.
CCOC(=O)c1ccc(NC(=O)c2n[nH]c(=O)c3ccccc23)cc1 was read as E-selectin induc 13, DENV2 CPE 3, INS-1E GSIS act 6, F508del corr -1.9, RAD52 inh 0, Casp6 inh 1 and Xi reactivation 0.1.
`COc1cc(NC(=O)CSc2nc(=O)n(CCN3CCOCC3)c3c2CCCC3)cc(OC)c1` gave E-selectin induc -0.6, DENV2 CPE 0, INS-1E GSIS act 6, F508del corr -2.4, RAD54 inh -4, RAD52 inh -8, Casp6 inh 0 and Xi reactivation 0.1.
For CCCNC(=O)N(C)C[C@@H]1Oc2cc(C#CCC(C)C)ccc2S(=O)(=O)N([C@H](C)CO)C[C@@H]1C the results were E-selectin induc -0.3, DENV2 CPE -2, INS-1E GSIS act -34, F508del corr 6.7, RAD54 inh -12, RAD52 inh 6, Casp6 inh 0 and Xi reactivation -1.0.
Screening CC1CN(Cc2nc3c(c(=O)[nH]c(=O)n3C)n2CCCc2ccccc2)CC(C)O1 (stereo not drawn) returned INS-1E GSIS act 3, F508del corr -2.6, RAD54 inh -9, RAD52 inh -19 and Casp6 inh 0.
Screening O=C(NC1CCCCC1)N1CCN(C(=O)c2ccco2)CC1 returned DENV2 CPE -6, F508del corr 1.9, RAD54 inh 0, RAD52 inh 3 and Casp6 inh -90.
CCN(CC)C(=O)c1cc2c(=O)c3cc(Cl)ccc3oc2nc1C was read as DENV2 CPE 2, INS-1E GSIS act 5, F508del corr -0.3, RAD54 inh 5, RAD52 inh -19, Casp6 inh -1 and Xi reactivation 0.0.
For CCCNC(=O)N1C[C@H]2[C@@H](c3ccccc31)[C@@H](CO)N2Cc1ccc(F)cc1 the results were E-selectin induc -0.4, DENV2 CPE inconclusive, INS-1E GSIS act 2, F508del corr 0.5, RAD54 inh 9, RAD52 inh -12, Casp6 inh 0 and Xi reactivation 0.0.
`CC(C)CN(C(=O)C(C)N1C(=O)c2ccccc2C1=O)c1c(N)n(Cc2ccccc2)c(=O)[nH]c1=O` (stereo not drawn) gave E-selectin induc 0.1, DENV2 CPE -5, INS-1E GSIS act -2, F508del corr -1.5, RAD54 inh 8, RAD52 inh -1, Casp6 inh -1 and Xi reactivation 0.0.
For Cc1noc(C)c1NC(=O)N(C)C[C@H]1OCCCC[C@H](C)Oc2ccc(N(C)C)cc2C(=O)N([C@H](C)CO)C[C@H]1C the results were E-selectin induc -0.2, DENV2 CPE 0, INS-1E GSIS act 4, F508del corr 2.3, RAD54 inh -1, RAD52 inh -26, Casp6 inh 0 and Xi reactivation 0.2.
For O=C(Nc1ccc2ccccc2c1)c1cccc(F)c1 the results were E-selectin induc 0.4, DENV2 CPE -2, INS-1E GSIS act 4, F508del corr -1.3, RAD54 inh 12, RAD52 inh -11, Casp6 inh 0 and Xi reactivation 0.0.
Screening COc1ccc(Br)cc1/C=N/NC(=O)Cn1nnnc1N returned DENV2 CPE 5, INS-1E GSIS act 10, F508del corr -0.2, RAD54 inh 1, RAD52 inh -8, Casp6 inh -2 and Xi reactivation 0.0.
For COc1ccc(N2CCN(c3nc(=S)n(-c4ccccc4)c(C)c3C(C)=O)CC2)cc1 the results were INS-1E GSIS act -5, RAD54 inh 5, RAD52 inh -59 and Casp6 inh -2.
Screening O=C(NNc1ccc(F)cc1)c1c(F)cccc1Cl returned E-selectin induc -0.1, DENV2 CPE 1, F508del corr -4.1, RAD54 inh 3, RAD52 inh -9, Casp6 inh 0 and Xi reactivation 0.0.
For COCCNc1nnc(SCC(=O)NC(=O)c2ccc(Cl)cc2)s1 the results were E-selectin induc 0.5, DENV2 CPE -2, INS-1E GSIS act 20, F508del corr -0.1, RAD54 inh -4, RAD52 inh -3, Casp6 inh -2 and Xi reactivation -0.1.
Screening CCOC(=O)C1CCN(C(=O)CCc2nnc3ccc(N4CCC(C)CC4)nn23)CC1 returned DENV2 CPE -6, INS-1E GSIS act 19, F508del corr 3.9, RAD54 inh 11, RAD52 inh -4, Casp6 inh 0 and Xi reactivation 0.0.
Brc1cc2c(cc1C1OCCO1)OCO2 was read as E-selectin induc 0.4, DENV2 CPE -10, INS-1E GSIS act -2, F508del corr 4.7, RAD52 inh -14, Casp6 inh 0 and Xi reactivation -0.1.
CCCNC(=O)[C@H]1[C@H](CO)[C@H]2Cn3c(ccc(-c4ccncc4)c3=O)[C@@H]1N2CC1CC1 was read as E-selectin induc -1.9, INS-1E GSIS act 11, F508del corr -1.8, RAD54 inh 5 and Xi reactivation 0.2.
Screening CCc1ccc(CNC(=O)c2ccc(OC3CCN(C(C)=O)CC3)c(OC)c2)nc1 returned E-selectin induc -1.0, DENV2 CPE -2, INS-1E GSIS act -8, F508del corr -1.3, RAD54 inh 14, RAD52 inh -16, Casp6 inh 3 and Xi reactivation 0.0.
Screening CSc1oc(-c2cccs2)nc1S(=O)(=O)c1ccccc1 returned E-selectin induc -2.4, DENV2 CPE 1, INS-1E GSIS act 14, F508del corr 0.0, RAD54 inh -7, RAD52 inh 3, Casp6 inh 1 and Xi reactivation 0.0.
Cc1ccc(C)c(Nc2ncccc2C(=O)NCc2cccs2)c1 was read as E-selectin induc -0.1, DENV2 CPE inconclusive, INS-1E GSIS act -25, F508del corr 0.5, RAD54 inh -1, RAD52 inh -17, Casp6 inh -1 and Xi reactivation 0.0.
O=C(C[C@@H]1CC[C@@H]2[C@H](COC[C@H](O)CN2S(=O)(=O)c2ccc(Oc3ccccc3)cc2)O1)NCCN1CCCCC1 was read as E-selectin induc 0.0, DENV2 CPE -9, INS-1E GSIS act 0, F508del corr 0.4, RAD54 inh 5, RAD52 inh 18, Casp6 inh -1 and Xi reactivation 0.1.
For C[C@@H]1CN([C@@H](C)CO)C(=O)c2cccc(NC(=O)C3CCOCC3)c2O[C@H]1CN(C)C(=O)Nc1ccc(C(F)(F)F)cc1 the results were E-selectin induc -0.2, DENV2 CPE -8, INS-1E GSIS act -1, F508del corr -0.2, RAD54 inh 9, RAD52 inh 10, Casp6 inh 0 and Xi reactivation -0.8.
For COc1ccc(CN(C)C[C@@H]2OCCCC[C@H](C)Oc3ccc(N(C)C)cc3C(=O)N([C@H](C)CO)C[C@@H]2C)cc1 the results were E-selectin induc 0.0, INS-1E GSIS act 2, F508del corr -2.9, RAD54 inh -14, RAD52 inh 25, Casp6 inh -11 and Xi reactivation 0.3.
CCCC#Cc1cnc2c(c1)C(=O)N([C@H](C)CO)C[C@@H](C)[C@@H](CN(C)C(=O)C1CCC1)O2 was read as E-selectin induc 0.1, DENV2 CPE -8, INS-1E GSIS act 13, F508del corr 2.1, RAD54 inh 1, RAD52 inh 6, Casp6 inh 1 and Xi reactivation 0.0.
`COc1cc(NC(=O)C2CCN(S(=O)(=O)c3cccs3)CC2)c(C(=O)O)cc1OC` gave E-selectin induc 0.2, DENV2 CPE 7, INS-1E GSIS act -4, F508del corr -5.7, RAD54 inh -14, RAD52 inh -6, Casp6 inh -5 and Xi reactivation 0.3.
Screening CO[C@H]1CN(C)C(=O)c2ccc(NC(=O)C3CCCC3)cc2OC[C@H](C)N(C(=O)CC2CC2)C[C@@H]1C returned E-selectin induc 0.1, DENV2 CPE -6, INS-1E GSIS act 9, F508del corr -2.2, RAD52 inh -1, Casp6 inh -4 and Xi reactivation 0.1.
`COc1ccc(N/C=C/C(=O)c2cc(OC)c(OC)c(OC)c2)cc1` gave DENV2 CPE 1, INS-1E GSIS act -2, F508del corr -0.7, RAD54 inh -10, RAD52 inh -72, Casp6 inh 1 and Xi reactivation 0.1.
`CC(C)NC(=O)N(C)C[C@@H]1OCCCC[C@H](C)Oc2ccc(NC(=O)Cc3ccccc3)cc2C(=O)N([C@@H](C)CO)C[C@H]1C` gave DENV2 CPE 1, INS-1E GSIS act -10, F508del corr 1.2, RAD54 inh -9, RAD52 inh 0, Casp6 inh 0 and Xi reactivation 0.0.
`O=C(OCC(=O)N1CCCCC1)c1n[nH]c(=O)c2ccccc12` gave E-selectin induc 0.9, DENV2 CPE -1, INS-1E GSIS act 17, F508del corr 0.2, RAD54 inh 2, RAD52 inh -4, Casp6 inh 1 and Xi reactivation -0.1.

Next section; the last three above are carried over.
`COc1ccc(N/C=C/C(=O)c2cc(OC)c(OC)c(OC)c2)cc1` gave DENV2 CPE 1, INS-1E GSIS act -2, F508del corr -0.7, RAD54 inh -10, RAD52 inh -72, Casp6 inh 1 and Xi reactivation 0.1.
`CC(C)NC(=O)N(C)C[C@@H]1OCCCC[C@H](C)Oc2ccc(NC(=O)Cc3ccccc3)cc2C(=O)N([C@@H](C)CO)C[C@H]1C` gave DENV2 CPE 1, INS-1E GSIS act -10, F508del corr 1.2, RAD54 inh -9, RAD52 inh 0, Casp6 inh 0 and Xi reactivation 0.0.
`O=C(OCC(=O)N1CCCCC1)c1n[nH]c(=O)c2ccccc12` gave E-selectin induc 0.9, DENV2 CPE -1, INS-1E GSIS act 17, F508del corr 0.2, RAD54 inh 2, RAD52 inh -4, Casp6 inh 1 and Xi reactivation -0.1.
O=C(Cn1cccc1C(=O)c1ccccc1)NCCc1ccccc1 was read as DENV2 CPE 1, INS-1E GSIS act 12, F508del corr 0.8, RAD54 inh 11, RAD52 inh -1, Casp6 inh -3 and Xi reactivation 0.1.
COc1ccc(-c2cnc3c(NC=O)cc(-c4ccccc4)cn23)cc1OC was read as E-selectin induc 0.4, DENV2 CPE -4, INS-1E GSIS act 22, F508del corr 13*, RAD54 inh -8, RAD52 inh 11, Casp6 inh 0 and Xi reactivation 3.9.
Screening Cc1ccc(S(=O)(=O)CCSc2cccc(C(=O)Nc3ccccc3C(=O)O)c2)cc1 returned E-selectin induc -0.9, INS-1E GSIS act -5, RAD54 inh 2 and Xi reactivation -0.1.
`COc1ccc(NC(=O)N2C[C@@H]3N[C@H](C2)[C@@H]3c2ccc(-c3ccc(OC)cc3)cc2)cc1` gave E-selectin induc 0.3, DENV2 CPE 8, INS-1E GSIS act 34, F508del corr -7.3, RAD52 inh 68*, Casp6 inh 2 and Xi reactivation 0.0.

Screening data from PubChem BioAssay.
